CRFR2-BP ag: agonists of human CRF-binding protein/CRF-R2 receptor complex. HEK293 CRF-R2/CRF-BP, calcium dye fluorescence (FLIPR); percent of saturating CRF peptide response. activation, % at 13.2 µM. 350,000 compounds, 0.46% hits. AID 588473;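 active = activation of at least 50%, plus an integration ratio under a set limit after plate pattern correction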;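 note: plate controls were neutral control wells without compound for no effect and CRF at EC100 for full effect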
M4 ag: agonists of human muscarinic M4 receptor (CHRM4). CHO-K1 hM4/Gqi5, Fluo-8 calcium fluorescence; vehicle 0%, full acetylcholine response 100%. activation, % at 3 µM. 360,000 compounds, 0.14% hits;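 active = activation above the run mean over all test wells plus 3 SD, cut at about 32% in these data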;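 note: peak over basal fluorescence ratio per well then scaled between controls; 0% = DMSO wells and 100% = acetylcholine at EC100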
Target sequence (P08173 whole entry, looked up): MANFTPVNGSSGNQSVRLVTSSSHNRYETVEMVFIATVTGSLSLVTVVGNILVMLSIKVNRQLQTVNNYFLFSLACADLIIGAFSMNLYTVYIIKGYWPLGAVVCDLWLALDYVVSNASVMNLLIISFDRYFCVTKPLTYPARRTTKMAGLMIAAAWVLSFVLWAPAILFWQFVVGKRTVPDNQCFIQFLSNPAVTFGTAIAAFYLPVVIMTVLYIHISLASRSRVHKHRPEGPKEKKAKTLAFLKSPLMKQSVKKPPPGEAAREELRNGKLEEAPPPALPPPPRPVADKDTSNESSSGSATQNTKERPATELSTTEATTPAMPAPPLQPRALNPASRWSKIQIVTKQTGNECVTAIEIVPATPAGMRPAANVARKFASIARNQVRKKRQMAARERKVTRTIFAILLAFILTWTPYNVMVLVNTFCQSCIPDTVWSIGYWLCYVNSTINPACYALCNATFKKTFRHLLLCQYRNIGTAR
M5 PAM: CHRM5 positive allosteric modulation | P08912 | CHO-K1 hM5, Fluo-8 calcium, ACh EC20 PAM; 0% = ACh EC20, 100% = ACh EC100 | activation, % at 3 µM | 360,000 compounds, 0.3% hits;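 active = activation above the run cutoff, the mean activation of all test compounds plus 3 SD, cut at about 18% in these data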
Target sequence (P08912 whole entry, looked up): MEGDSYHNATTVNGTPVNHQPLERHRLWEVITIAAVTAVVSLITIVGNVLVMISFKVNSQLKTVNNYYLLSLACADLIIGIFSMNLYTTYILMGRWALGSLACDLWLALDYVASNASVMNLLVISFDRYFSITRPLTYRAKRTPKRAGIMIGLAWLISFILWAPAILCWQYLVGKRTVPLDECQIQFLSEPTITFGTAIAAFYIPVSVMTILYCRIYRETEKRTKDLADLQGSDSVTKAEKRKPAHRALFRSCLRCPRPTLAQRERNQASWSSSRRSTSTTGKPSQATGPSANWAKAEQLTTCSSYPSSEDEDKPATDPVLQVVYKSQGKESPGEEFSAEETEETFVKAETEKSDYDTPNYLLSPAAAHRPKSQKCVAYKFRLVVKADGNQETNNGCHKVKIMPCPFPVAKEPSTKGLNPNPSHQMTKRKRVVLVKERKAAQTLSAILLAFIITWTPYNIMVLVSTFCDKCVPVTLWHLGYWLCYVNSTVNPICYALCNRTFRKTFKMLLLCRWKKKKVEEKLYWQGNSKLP
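Probe or stimulus: acetylcholine, EC20 level; Assay system: human M5 receptor in CHO-K1 cells; Schedule: compound preincubation 140 s before EC20 acetylcholine addition; Technique: intracellular calcium via Fluo-8 fluorescence; Dosing: single-point, 3 µM nominal; Read-out basis: percent activation from peak-over-basal fluorescence ratio, scaled EC20-to-EC100 acetylcholine; Repeats: one well per compound, no replicates.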
M4 PAM: CHRM4 positive allosteric modulation | P08173 | CHO-K1 hM4/Gqi5, Fluo-8 calcium fluorescence, ACh EC20; 0% = ACh EC20, 100% = maximal ACh | activation, % at 3 µM | 360,000 compounds, 0.4% hits | AID 624126;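 active = activation above its plate's cutoff, the mean activation of sample wells plus 3 SD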; note: some results filed as inactive read as strong as hits
CHRM4 antagonist: CHRM4 antagonism in calcium assay | CHO-hM4 cells, ACh EC80, Fluo-8 calcium fluorescence | 360,000 compounds, 0.73% hits | inhibition, % at 3 µM | P08173 | AID 624125;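 active = inhibition above its plate's cutoff, the mean inhibition of sample wells plus 3 SD, cut at about 27% in these data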;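 note: 0% = acetylcholine EC80 with DMSO and 100% = DMSO without agonist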
M1 PAM: positive allosteric modulators of human M1 muscarinic receptor. P11229. CHO-K1 hM1, Fluo-8 calcium fluorescence, ACh EC20; 0% = ACh EC20, 100% = maximal ACh. activation, % at 3 µM. 360,000 compounds, 0.088% hits. AID 588819; in the data active = activation above about 19%, passing the limit was not always enough
M5 antag: CHRM5 antagonism in calcium assay; AID 624040; P08912; 360,000 compounds, 0.59% hits; inhibition, % at 3 µM; CHO-hM5 cells, Fluo-8 calcium fluorescence, ACh EC80;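 active = inhibition above a per-plate cutoff, the mean of that plate's test compounds plus 3 SD, cut at about 27% in these data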;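 note: 0% = acetylcholine EC80 with DMSO and 100% = DMSO without agonist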
CRFR2-BP antag: blocks CRF-induced signaling of the CRF-BP/CRF-R2 complex | HEK293 CRF-R2/CRF-BP, CRF-induced calcium fluorescence | inhibition, % at 11.8 µM | 350,000 compounds, 0.59% hits;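 active = inhibition of the ligand-induced calcium signal above about 50% at the single tested concentration, limit read from the data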
M5 ag: agonists of human muscarinic M5 receptor (CHRM5); P08912; CHO-K1 hM5 cells, Fluo-8 calcium fluorescence; 0% DMSO wells, 100% maximal acetylcholine response; activation, % at 3 µM; 360,000 compounds, 0.19% hits; AID 624037;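 active = activation above the run's mean over test compounds plus 3 SD, cut at about 23% in these data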;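 note: signal is peak over basal fluorescence ratio across the kinetic read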
Active calls of the source: *; / = not tested or not shown.

CRFR2-BP ag,structure,M4 ag,M5 PAM,M4 PAM,CHRM4 antagonist,M1 PAM,M5 antag,CRFR2-BP antag,M5 ag
0.4,COc1ccc(/C=N/OCC(=O)N2CCCC2)c(OC)c1,0,6,3,-12,2,3,18,2
-0.6,COc1ccccc1CCNC(=O)C(=O)NCCC1CCCCN1S(=O)(=O)c1ccccc1 (stereo not drawn),4,0,4,-2,2,4,11,-4
-2.4,CC(C)C[C@H]1COCCS(=O)(=O)N1Cc1ccc(Cl)c(Cl)c1,-1,-6,-7,3,-17,3,-2,-6
2.0,O=C(C1CCCN1S(=O)(=O)c1cccc2nsnc12)N1CCCCCC1 (stereo not drawn),1,0,5,3,4,-7,16,8
1.1,COc1ccc(NS(=O)(=O)c2cc(C(=O)N3CCCCCC3)ccc2C)cc1,3,3,3,-7,-3,6,-9,0
3.1,CCn1c(SCC(=O)N(C)c2c(N)n(Cc3ccccc3)c(=O)[nH]c2=O)nnc1-c1cccs1,2,2,6,-16,1,-3,13,1
-0.2,CC#CC(=O)N1CCCC(Cc2cccc(OC)c2)(C(=O)OCC)C1 (stereo not drawn),1,1,-4,5,8,-4,4,0
0.6,Cc1cccc(C)c1NC(=O)CSc1nnc(-c2cnccn2)n1C,1,-3,10,-15,8,11,-5,-3
-0.9,CC(=O)n1c2c(c3ccccc31)OC(N)=C(C#N)C2c1ccc(C(C)C)cc1 (stereo not drawn),2,-6,2,8,-9,6,1,-1
/,Cc1cc(C)c2nc3sc(=Cc4ccc(-c5ccccc5C(=O)O)o4)c(=O)n3c2c1,2,-1,1,-5,10,-3,/,0
0.4,O=C(OCCCN1CCCC1)C1(c2ccccc2)CCCC1,2,-24,-31,63*,-21,39*,-3,-14
0.3,Fc1ccccc1N1CCN(CCCc2ccccc2)CC1,0,-3,-6,-5,8,5,-17,-15
0.1,CCN(CC)S(=O)(=O)c1ccc(N/N=C/c2ccccc2OCC(=O)O)c([N+](=O)[O-])c1,0,10,2,-8,-1,3,10,2
-2.4,COc1ccc(Br)cc1C1N2CC3(C)CN1CC(C)(C2)C3=O (stereo not drawn),0,4,4,7,6,13,1,-8
2.5,Cc1ccc(OCC(=O)Nc2ccc(O)c(-c3nc4ccccc4o3)c2)cc1,1,-1,-3,-6,1,0,9,0

Shown as a hit in CHRM4 antagonist, of those listed so far:
CRFR2-BP ag,structure,M4 ag,M5 PAM,M4 PAM,CHRM4 antagonist,M1 PAM,M5 antag,CRFR2-BP antag,M5 ag
0.4,O=C(OCCCN1CCCC1)C1(c2ccccc2)CCCC1,2,-24,-31,63*,-21,39*,-3,-14

Later entries.
CRFR2-BP ag,structure,M4 ag,M5 PAM,M4 PAM,CHRM4 antagonist,M1 PAM,M5 antag,CRFR2-BP antag,M5 ag
/,COc1cc(F)ccc1-c1cc(C(=O)NCc2ccc(F)cc2)[nH]n1,4,-4,0,-1,6,14,/,2
1.2,Cc1cc(C)c2c(SC(C)C)nc(N)nc2n1,7,-5,-12,1,-15,7,-15,0
0.3,Cc1c2cnn(CC(=O)NCCCN3CCCCC3C)c(=O)c2c(C)n1Cc1ccccc1 (stereo not drawn),9,-5,-12,1,-10,4,25,-2
0.6,COc1ccc(CCNCC(=O)Nc2c(C)cc(C)cc2C)cc1OC,1,-3,-2,5,-2,3,-7,1
-0.9,COc1ccc(N(C(C)C(=O)N/N=C(\C)C(C)(C)C)S(C)(=O)=O)cc1 (stereo not drawn),3,-4,-1,11,7,3,1,0
-0.9,COc1ccccc1NC(=O)CSc1ccc(-c2ccc(-n3cccn3)cc2)nn1,7,-1,4,-11,4,-4,11,-1
/,COc1ccc(NC(=O)C2(C)CCCN(C(C)C)C2)cc1F (stereo not drawn),1,0,1,-2,1,-1,/,2
0.5,Cc1cccc(C)c1NC(=O)C1CSC2(C)CCC(=O)N12 (stereo not drawn),0,7,16,-2,16,-4,-1,0
-0.4,CC(=O)Nc1ccc(C(=S)NCCCO)cc1,1,6,9,-12,5,3,-2,-3
/,C[C@@H](c1ccccc1)N1C[C@H](COCc2ccccc2)Oc2cc(N3CCC[C@@H]3CO)ccc2S1(=O)=O,0,-2,14,-18,/,-5,/,0
-1.1,O=C(NCc1ccco1)C(Cc1ccccc1)NS(=O)(=O)c1cccc2nsnc12 (stereo not drawn),1,-7,-6,-5,12,5,-13,2
/,CC1=C(C(=O)N2CCCCCC2)CC(CC(=O)NCC2CCCCC2)C(=O)N1Cc1ccc(F)cc1 (stereo not drawn),0,0,15,-6,/,-13,/,-1
0.5,CCC(=O)N1CCc2cc(S(=O)(=O)CCC(=O)Nc3ccc(C)c(F)c3)ccc21,1,-4,0,-2,-3,8,-2,-1
-0.5,CCN1CCN(C(=O)NC2CCCCC2)CC1,1,-1,3,3,11,3,8,0
0.8,Cn1ncc(Cl)c1C(=O)N1CCCc2ccccc21,1,-2,5,-5,1,0,5,5
1.1,Cc1n[nH]c(=O)n1-c1ccc(OC(F)(F)F)cc1,0,-3,-5,3,12,8,-18,0
-2.2,CCC(C)c1ccc(S(=O)(=O)N2CCN(CC(O)CN3CCOCC3)CC2)cc1 (stereo not drawn),1,3,12,-13,4,-2,0,0
0.8,O=C(NCC1CCCO1)c1cc2ccccc2nc1Cl (stereo not drawn),3,8,14,-4,4,10,17,4
-1.4,Cc1ccccc1NS(=O)(=O)c1ccc(OCC(=O)NCc2ccccn2)cc1,1,-11,6,-12,12,-6,15,-1
-2.0,COc1ccc(CCC(=O)OCC(=O)Nc2sccc2C(N)=O)cc1,21,-32,-9,23,-19,24,2,7
46,NC(=Nc1ccc(Br)cc1)c1ccccc1,8,-4,-10,-1,-3,6,23,2
-3.2,Fc1ccc(-c2nnc(SCc3cccnc3)o2)cc1,3,4,-1,6,2,11,-3,-2
-3.2,COCC(=O)NCc1nc2ccccc2n1Cc1ccccc1F,-1,-4,2,3,3,0,-9,1
2.6,O=C(CCc1ccccc1)N/N=C\C1CC=CCC1 (stereo not drawn),0,0,3,-6,-3,5,-8,-1
7.7,O=C1c2cccc(OCC(=O)N3CCCc4ccccc43)c2CCN1Cc1cccnc1,28,-31,-16,-3,-15,23,-7,4
0.7,Nc1nc(NCCOCCO)nc(N2CCCCCC2)c1[N+](=O)[O-],2,-2,-3,5,9,4,-7,-3
0.4,C/C(=N\Nc1nccnc1Cl)c1c(F)c(F)c(F)c(F)c1F,1,4,13,3,6,-5,-9,0
-3.6,CCOc1cc(NC(=O)c2ccccn2)c(OCC)cc1NC(=O)c1cccc(C)c1,1,1,4,3,10,7,-7,-2
-1.5,COc1ccc(NC(=S)NNC(=O)c2cccs2)cc1,0,-3,5,3,7,11,-10,-2
0.4,O=C(CN(C1CCCCC1)S(=O)(=O)c1ccccc1)NCc1cccnc1,3,0,-9,0,7,-2,-14,2

Just M5 ag, M4 PAM and CRFR2-BP antag, for some of the entries so far:
| mol | M5 ag | M4 PAM | CRFR2-BP antag |
| --- | --- | --- | --- |
| Cc1cc(C)c2c(SC(C)C)nc(N)nc2n1 | 0 | -12 | -15 |
| CC(=O)Nc1ccc(C(=S)NCCCO)cc1 | -3 | 9 | -2 |
| O=C(C1CCCN1S(=O)(=O)c1cccc2nsnc12)N1CCCCCC1 (stereo not drawn) | 8 | 5 | 16 |
| COc1ccc(NC(=O)C2(C)CCCN(C(C)C)C2)cc1F (stereo not drawn) | 2 | 1 | / |

Next part:
CRFR2-BP ag,structure,M4 ag,M5 PAM,M4 PAM,CHRM4 antagonist,M1 PAM,M5 antag,CRFR2-BP antag,M5 ag
1.4,COc1cc(NC(=O)Cn2cnc(S(=O)(=O)N3CCOCC3)c2)cc(OC)c1OC,2,5,2,3,6,-2,0,-2
-0.7,Cc1cccc(C(=O)NCCCN2CCCC2=O)c1,0,3,5,-3,7,-9,6,-4
-3.1,Cc1c(NC(=O)C(C)Sc2ccccc2)c(=O)n(-c2ccccc2)n1C (stereo not drawn),1,2,7,-3,5,11,16,-2
5.9,CCC(=Nc1ccc(N)cc1)C1=C(O)C(C(=O)OC)C(C)(C)CC1=O (stereo not drawn),3,1,-1,13,-2,-4,15,3
-0.8,Clc1ccc(/C=N/Nc2nnc(Cl)c3ccccc23)cc1,-1,4,0,-6,5,3,1,4
-2.0,COCCn1c(SCC(=O)NC2CCCC2)nc2ccccc2c1=O,0,2,10,-3,-4,4,13,2
0.3,N#CN1CCC(NS(=O)(=O)c2ccc(C(F)(F)F)cc2)CC1,2,6,11,-1,5,4,-6,2
1.8,COc1ccc(N2CCN(C(CNC(=O)C(=O)NCCCO)c3ccco3)CC2)cc1 (stereo not drawn),1,8,10,-4,6,0,-11,-4
2.5,CCCS(=O)(=O)N1CCCC(C(=O)NCCCN(CC)c2cccc(C)c2)C1 (stereo not drawn),1,2,4,-1,4,-2,94*,-4
-0.1,O=C(CN1CCOCC1)Nc1c2c(nc3c1CCC3)CCC2,0,1,-4,2,3,1,-5,0
-1.9,COc1cccc2cc(C(=O)C3=C(O)C(=O)N(CCN4CCOCC4)C3c3cccs3)oc12 (stereo not drawn),0,-2,-3,9,2,2,5,1
-2.0,N#CCCC1CCCC=C1N(Cc1ccccc1)C(=O)C(Cl)Cl (stereo not drawn),0,-7,3,4,7,2,24,-5
0.4,O=C(Cc1ccccc1)Nc1ccc2oc(-c3cccnc3)nc2c1,7,-15,-5,-1,-7,7,-5,-2
0.3,Cc1cccc(-n2ccnc2CN2CCN(C(C)C)C(CCO)C2)c1 (stereo not drawn),1,-1,2,-3,2,-1,2,-8
-1.9,Cc1cccn2c(=O)c3cc(C#N)c(=N)n(CCN4CCOCC4)c3nc12,0,0,-4,-4,1,-3,4,0
/,CC1(C(=O)NS(=O)(=O)c2ccc(Cl)s2)CCN1C(=O)CCc1ccccc1 (stereo not drawn),1,-2,7,-18,4,1,/,0
-0.7,O=C(C1=C(O)C(=O)N(Cc2ccccc2)C1c1ccncc1)c1ccco1 (stereo not drawn),0,-5,3,5,-3,15,-10,0
-0.8,COc1cccc(N/C=C(\C#N)c2ccc(OCCCF)cc2)c1,0,-3,4,-12,-8,2,4,-7
2.8,O=C(NC(=S)Nc1ccccc1)c1ccc(-c2ccccc2)cc1,0,-1,0,5,-1,8,-21,2
0.0,O=C(CN1CCc2ccccc2C1)N1CCN(S(=O)(=O)c2ccccc2)CC1,1,-8,-9,-6,-5,4,-4,-7
-4.7,Cc1ccc(-c2ccc(C#N)c(=O)n2CC(=O)N(C)C)cc1,0,-4,-1,1,2,-3,12,5
/,Cc1ccccc1CN1CCN(C(=O)[C@H]2O[C@@H](n3ccc(=O)[nH]c3=O)[C@H](O)[C@@H]2O)CC1,0,2,0,-5,3,-2,/,5
/,Cc1ccc(C)c(NCCCCC(=O)O)c1,1,8,8,-17,3,-4,/,4
1.9,COc1ccc(C(C(=O)NC2CCCC2)N(C(=O)Cc2cccs2)C2CC2)cc1OC (stereo not drawn),2,2,2,-16,5,-7,-7,3
-0.1,O=C1c2ccccc2CC1(Cc1ccccc1)Cc1ccccc1,-2,-36,-15,-7,-7,-7,14,-12
-2.0,CC(C)C(=O)Nc1ccc(N2CCCC2)c(Cl)c1,0,4,5,-4,1,4,11,1
1.4,Oc1ccc(Br)cc1-c1nc2cnccn2c1NC1CCCC1,0,8,1,-3,8,-1,-56,-10
3.0,CC(=O)c1ccc(N(CC(=O)NC2CCCCC2)C(=O)CNC(=O)c2ccco2)cc1,1,-1,-10,-14,4,20,3,-4
5.8,Cc1cc(C(=O)CN2C(=O)NC(CCS(C)(=O)=O)C2=O)c(C)n1C1CC1 (stereo not drawn),1,4,5,-5,4,2,-10,1
